pAkt inh – Akt phosphorylation inhibition. Neuro2A IGF-stimulated pAkt S473 HTRF, 20 min; active compounds read low. activity change, % for hits at 50 µM. 360,000 tested, 0.32% active. AID 651550; in the data active = activity change below about -80%; inconclusive = mostly about -51% to -80%; note: % is set by controls: 0 for no effect and ±100 for the full control effect
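Neuro2A cells in DMEM with 0.5% FBS, overnight at 37 deg C, given compound at single 50 µM final, then IGF (6 nM final) for 20 min at 37 deg C. Lysed; phospho-Akt Ser473 by HTRF after 24 h, 665/615 ratio.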
Mm-Cpn inhibitor – M. maripaludis TRiC chaperonin inhibition. 330,000 tested, 0.031% active. purified Mm-Cpn ATPase, ADP Transcreener TR-FRET. Potency, µM (highest dose often 76.9 µM), for the others: at the highest dose activity, negative = inhibition, actives largely listed as inhibitors. AID 504842; note: potency is the fitted concentration of half-maximal effect; % is set by controls: 0 for no effect and ±100 for the full control effect; nearly all actives have a fitted effect of over 80% in size
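Compound-treated chaperonin, 25 nM final, turns over 10 uM ATP at 37°C for 30 min following a 10 min preincubation; ADP generated competes with ADP-d2 for Eu-cryptate antibody, lowering FRET.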
CCT chaperon mod – cytosolic chaperonin activity modulation | activity change, % (no concentration beside the values), hits read low | 360,000 tested, 0.3% active | purified chaperonin ATPase assay, HTRF ADP detection, 30 min; in the data active = activity change below about -30%; note: % is set by controls: 0 for no effect and ±100 for the full control effect
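TRiC (40 or 20 nM final, by batch activity) in 30 mM Tris pH 7.4, 100 mM KCl, 5 mM MgCl2, 1 mM DTT was treated with compound at 76 uM single dose, then 10 uM ATP, 30 min at 37 °C. ADP was read by HTRF Transcreener.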
TGFb SMAD3 inh – TGF-b pathway inhibition; 410,000 tested, 1.2% active; HepG2 CAGA-GFP TGF-b/SMAD3 reporter, GFP fluorescence, 18 h; TGF-beta stimulated, 500 pg/mL final; Potency, µM (titrated, usually from 46.1 µM), for inactives: at the top dose activity, negative = inhibition, actives largely listed as inhibitors; note: potency is the fitted concentration of half-maximal effect; % is set by controls: 0 for no effect and ±100 for the full control effect; nearly all actives have a fitted effect of over 65% in size
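Per well, imaged GFP fluorescence of HEPG2 CAGA-GFP cells gives the signal; cells get compound, then TGF-beta (500 pg/mL final), 18 h at 37 degrees C; %Activity versus -TGF-beta and +DMSO controls.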
Nrf2 activator – activates Nrf2 signaling | AID 624171 | AREc32 ARE-luciferase reporter (MCF7-derived line), luminescence, 24 h | 410,000 tested, 0.31% active | Potency, µM (series often up to 46.1 µM), for the others: at the top dose activation, usual class: activators; note: potency is the fitted concentration of half-maximal effect; % of control where 0% means no effect; nearly all actives have a fitted effect of over 65% in size
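ARE activation measured as luciferase luminescence (Steady-Glo, 30 min RT) in AREc32_Fluc cells after 24 hr compound exposure at 37 deg C, 5% CO2; cells seeded overnight at 1000/well in OPTI-MEM, 5% FBS.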
Nrf2 inh – inhibitors of Nrf2 signaling; A549 ARE-Fluc reporter, luciferase luminescence, 18-24 h; Potency, µM (highest dose often 46 µM), without a hit: at the highest dose activity change, negative = inhibition, most hits filed as inhibitors; 360,000 tested, 2.1% active; note: potency is the fitted concentration of half-maximal effect; % is set by controls: 0 for no effect and ±100 for the full control effect; nearly all actives have a fitted effect of over 60% in size
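Nrf2 activity is the BugLite luminescence, read 15 min after reagent at room temperature, following CellTiter-Fluor cytotoxicity readout (30 min, 37C). Compound titrations were applied for 18-24 h to 5000 A549 ARE_Fluc cells/well in 5% FBS OPTI-MEM.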
EPAC2 agonist – agonists of human EPAC2 (RAPGEF4); Q8WZA2; EPAC2 activation, biochemical qHTS; response scale: 100% = 6.5 mM cAMP response; Potency, µM (top dose mostly 154 µM), without a hit: at the top dose activation, most hits filed as activators; 360,000 tested, 0.079% active; AID 720711; note: potency is the fitted concentration of half-maximal effect; nearly all actives have a fitted effect of over 50% in size
Target sequence (Q8WZA2 whole entry, looked up): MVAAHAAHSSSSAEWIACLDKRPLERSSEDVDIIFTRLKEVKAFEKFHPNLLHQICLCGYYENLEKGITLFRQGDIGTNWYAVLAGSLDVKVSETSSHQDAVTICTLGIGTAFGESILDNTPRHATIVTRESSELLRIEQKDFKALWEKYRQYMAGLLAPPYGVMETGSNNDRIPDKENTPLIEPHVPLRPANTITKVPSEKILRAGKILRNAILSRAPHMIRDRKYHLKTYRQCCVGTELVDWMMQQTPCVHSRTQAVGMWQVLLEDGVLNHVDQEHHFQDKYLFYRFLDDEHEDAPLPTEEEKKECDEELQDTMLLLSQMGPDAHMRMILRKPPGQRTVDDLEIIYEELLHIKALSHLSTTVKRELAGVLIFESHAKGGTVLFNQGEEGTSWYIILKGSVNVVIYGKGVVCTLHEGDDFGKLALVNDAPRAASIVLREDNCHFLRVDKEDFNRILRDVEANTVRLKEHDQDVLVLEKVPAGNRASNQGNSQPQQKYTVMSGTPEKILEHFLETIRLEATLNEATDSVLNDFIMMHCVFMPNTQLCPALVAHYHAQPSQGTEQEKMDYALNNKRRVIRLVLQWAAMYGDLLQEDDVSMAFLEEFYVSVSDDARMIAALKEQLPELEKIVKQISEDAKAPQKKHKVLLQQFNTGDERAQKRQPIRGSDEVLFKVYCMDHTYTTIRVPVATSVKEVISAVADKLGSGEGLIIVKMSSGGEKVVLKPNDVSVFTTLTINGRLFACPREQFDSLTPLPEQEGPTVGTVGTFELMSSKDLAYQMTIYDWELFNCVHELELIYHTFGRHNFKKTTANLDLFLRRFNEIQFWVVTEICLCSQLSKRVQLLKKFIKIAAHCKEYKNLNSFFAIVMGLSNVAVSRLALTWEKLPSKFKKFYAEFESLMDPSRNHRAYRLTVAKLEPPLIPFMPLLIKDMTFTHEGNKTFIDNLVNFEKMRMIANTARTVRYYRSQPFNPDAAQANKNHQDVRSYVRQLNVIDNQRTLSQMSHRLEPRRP
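qHTS, titration series. 100 nM EPAC2 / 250 nM Rap1B-BODIPY-GDP / 50 uM GDP; RT; ex 480/em 540 nm, 5-min reads to 30 min. Norm. to 6.5 mM cAMP = activation.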
A549 viability – counter-screen for Nrf2 inhibitors: cytotoxicity in A549 cells | A549 ARE-Fluc cells, CellTiter-Fluor viability, 18-24 h | Potency, µM (top dose mostly 46 µM), without a hit: top-dose activity change, negative = cytotoxicity, hits mostly inhibitors | 390,000 tested, 0.16% active; note: potency is the fitted concentration of half-maximal effect; % is set by controls: 0 for no effect and ±100 for the full control effect
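Cytotoxicity counterscreen: CellTiter-Fluor fluorescence was measured in A549 ARE_Fluc cells after 18-24 h of compound exposure in a concentration series. The subsequent BugLite luminescent read reports ARE-luciferase activity.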
EPAC2 antag – blocks human EPAC2 exchange factor; Q8WZA2; EPAC2 GEF exchange of Rap1B-BODIPY-GDP, fluorescence; Potency, µM (series often up to 114 µM), for the others: at the highest dose activity, negative = inhibition, most hits filed as inhibitors; 360,000 tested, 0.18% active; AID 720708; note: potency is the fitted concentration of half-maximal effect; % is set by controls: 0 for no effect and ±100 for the full control effect; nearly all actives have a fitted effect of over 45% in size; many of its hits are not listed in these tables
An asterisk follows results filed as active; i = inactive; u = inconclusive; x = no result given; [ ] = dose if it differs, or a comment. Unless noted, calls come from the whole dose curve; as a rule, active = well fitted curve in the direction sought with a large enough effect; inconclusive = small, poorly fitted or top-dose-only effect, or another doubt; inactive = no such curve, though single readings can be large; an effect the other way counts as inactive or inconclusive. Only part of the results is shown; rates above refer to the full screens.

Codes: A = pAkt inh; B = Mm-Cpn inhibitor; C = CCT chaperon mod; D = TGFb SMAD3 inh; E = Nrf2 activator; F = Nrf2 inh; G = EPAC2 agonist; H = A549 viability; I = EPAC2 antag
compound: COc1ccccc1S(=O)(=O)N(C)C[C@H]1OCc2cnnn2CCCC(=O)N([C@@H](C)CO)C[C@@H]1C
  A = i	B = x	C = -3.3	D = -3%	E = -0.7%	F = x	G = 12%	H = x	I = 7%
compound: COc1ccc(NC(=O)C2CC2)cc1-n1cnnn1
  A = i	B = 0%	C = -1.0	D = -9%	E = 3.2%	F = -28%	G = -7%	H = -6%	I = -7%
compound: CCNC(=O)COc1ccc(/C=N/NC(=O)c2cccnc2)cc1OC
  A = i	B = 0%	C = 0.8	D = 18%	E = 0.1%	F = -23%	G = 9%	H = 1%	I = -13%
compound: CNC(=O)NC(=O)COC(=O)CCc1nc(=O)c2ccccc2n1C
  A = i	B = 3%	C = -1.6	D = 2%	E = 2.7%	F = -2%	G = 9%	H = 3%	I = -3%
compound: Cc1n(Cc2ccccc2)c2ccccc2[n+]1Cc1ccccc1
  A = i	B = 2%	C = -1.3	D = u	E = -0.5%	F = 16µM*	G = 5%	H = -7%	I = -3%
compound: Cc1ccc(NC(=O)C2C3CCC(O3)C2C(=O)O)cc1Cl (configuration not stated)
  A = i	B = 0%	C = -3.2	D = -21%	E = 2.8%	F = -5%	G = -1%	H = 0%	I = 2%
compound: COc1ccc(-c2c(-c3cc(OC)cc(OC)c3)n(C)c3ccc(-c4ccc(OC)nc4)cc23)cc1
  A = i	B = -4%	C = -1.9	D = -20%	E = -0.3%	F = -26%	G = -3%	H = -10%	I = 10%
compound: O=C(N/N=C/c1cccnc1)c1ccc(CN2c3cccc4cccc(c34)S2(=O)=O)cc1
  A = i	B = -1%	C = -3.5	D = u	E = 2.7%	F = u	G = 1%	H = 6%	I = -5%
compound: O=C1CN(C(=O)c2cccc(S(=O)(=O)N3CCCC3)c2)c2ccccc2N1
  A = i	B = 1%	C = -17	D = 12%	E = 0.3%	F = 6%	G = -4%	H = 1%	I = 4%
compound: Cc1ccc(Cc2c(-c3ccc(Cl)cc3)nc3cc(C)ccn23)cc1
  A = i	B = x	C = 0.7	D = 6%	E = 3.4%	F = x	G = 6%	H = x	I = -10%
compound: O=C(Nc1ccc(Cl)cc1)c1ccc2c(c1)N(Cc1ccccc1)C(=O)c1ccccc1S2(=O)=O
  A = x	B = x	C = x	D = u	E = 1.7%	F = 15%	G = x	H = -1%	I = x
compound: CC(C)(C)OC(=O)NCC1CCN(S(=O)(=O)Cc2ccccc2)CC1
  A = i	B = 2%	C = 0.3	D = 8%	E = -0.6%	F = -7%	G = 1%	H = -3%	I = 3%
compound: Cc1ccc(OCc2n[nH]c(=S)n2-c2ccccc2)cc1
  A = i	B = 0%	C = -1.5	D = 20%	E = -0.3%	F = -12%	G = 4%	H = 0%	I = -4%
compound: CC(C)C[C@H](NC(=O)C1CC(=O)N(c2ccc3c(c2)OCO3)C1)C(=O)NCc1ccco1 (some centres not stated)
  A = x	B = -1%	C = -1.0	D = 0%	E = 0.3%	F = 4%	G = 1%	H = -1%	I = 16%
compound: COc1ccc(CCN2C(=O)CC(NCCc3ccc(S(N)(=O)=O)cc3)C2=O)cc1OC (configuration not stated)
  A = i	B = 1%	C = 1.2	D = 14%	E = -0.4%	F = 15%	G = 5%	H = -5%	I = 11%

Three compounds from above, ordered by the value under CCT chaperon mod, largest number first.
Structure	CCT chaperon mod
COc1ccc(CCN2C(=O)CC(NCCc3ccc(S(N)(=O)=O)cc3)C2=O)cc1OC (configuration not stated)	1.2
CC(C)(C)OC(=O)NCC1CCN(S(=O)(=O)Cc2ccccc2)CC1	0.3
COc1ccc(-c2c(-c3cc(OC)cc(OC)c3)n(C)c3ccc(-c4ccc(OC)nc4)cc23)cc1	-1.9

Continued:
Codes: A = pAkt inh; B = Mm-Cpn inhibitor; C = CCT chaperon mod; D = TGFb SMAD3 inh; E = Nrf2 activator; F = Nrf2 inh; G = EPAC2 agonist; H = A549 viability; I = EPAC2 antag
compound: O=C(Cn1c(=O)n(-c2ccccc2)c(=O)c2sccc21)NCc1ccccc1
  A = i	B = -6%	C = 0.5	D = -27%	E = 0.5%	F = -21%	G = 6%	H = -2%	I = 9%
compound: CC12CCC(=O)N1C(C(=O)Nc1cccc(S(=O)(=O)N3CCCCC3)c1)CS2 (configuration not stated)
  A = i	B = -2%	C = -5.1	D = -4%	E = 0.0%	F = -3%	G = 11%	H = 0%	I = 1%
compound: COc1ccc(C(=O)NNC(=O)CCCCC(=O)NNC(=O)c2ccc(OC)cc2)cc1
  A = i	B = 4%	C = -1.9	D = -8%	E = -1.2%	F = 2%	G = -1%	H = -8%	I = -10%
compound: COC(=O)C1=C(C(=O)OC)C2(OC1c1cccc(F)c1)C(=O)c1ccccc1C2=O (configuration not stated)
  A = i	B = -1%	C = -2.2	D = -3%	E = 0.0%	F = u	G = 20%	H = -1%	I = -4%
compound: N#CCC(=O)N/N=C/c1ccc(OCc2ccccc2)cc1
  A = i	B = -2%	C = -2.7	D = -10%	E = 2.4%	F = u	G = 12%	H = 1%	I = -9%
compound: COC(=O)c1c(O)c2ccccc2[nH]c1=O
  A = i	B = -4%	C = 0.3	D = 9%	E = 0.2%	F = 7%	G = 4%	H = -1%	I = -5%[57.1 µM]
compound: CC(C)Sc1nnc(-c2c[nH]c3ccccc23)n1C
  A = i	B = 0%	C = -0.5	D = -5%	E = 0.2%	F = 10%	G = 8%	H = 5%	I = 1%
compound: COn1c(-n2nc(C)cc2C)nc2ccccc2c1=O
  A = i	B = 0%	C = -0.6	D = 4%	E = -0.1%	F = 25%	G = 0%	H = -9%	I = 8%
compound: COc1ccc(NC(=O)Cn2c(=O)n(-c3ccc(OC)cc3)c(=O)c3sc4ccccc4c32)cc1
  A = x	B = x	C = x	D = -3%	E = -0.1%	F = 10%	G = x	H = -2%	I = x
compound: O=C(NC1CCCCC1)C(c1ccnc2ccccc12)N1CCc2ccccc2C1 (configuration not stated)
  A = i	B = x	C = -1.3	D = -8%	E = 7.0%	F = x	G = 17%	H = x	I = 19%
compound: O=C(Nc1ccc(Oc2ccccc2)cc1)c1csc([C@@H]2O[C@H](CO)[C@@H](O)[C@H]2O)n1
  A = i	B = x	C = -1.1	D = 3%	E = 4.3%	F = x	G = 4%	H = x	I = 11%
compound: CCOC(=O)C1CCCN(C(=O)c2ccc(N(C)C)cc2)CC1 (configuration not stated)
  A = i	B = x	C = 1.6	D = 11%	E = -0.4%[9.22 µM]	F = x	G = 12%	H = x	I = -5%
compound: CN(Cc1ccccc1)S(=O)(=O)c1nnc(NC(=O)c2cccc(Cl)c2)s1
  A = x	B = x	C = x	D = -34%	E = 0.5%	F = -10%	G = x	H = 3%	I = x
compound: C=CCN1CC(c2nc3ccccc3n2CCOc2ccccc2)CC1=O (configuration not stated)
  A = i	B = -9%	C = 1.7	D = -7%	E = 0.5%	F = 4%	G = -12%	H = 5%	I = 2%
compound: Cc1cc(C)cc(NC(=O)CSc2nc3nc(C)cc(C)n3n2)c1
  A = i	B = 0%	C = -1.8	D = -8%	E = 2.2%	F = u	G = -8%	H = 4%	I = -5%
compound: CCOC(=O)c1cc(C)n(-n2cnnc2)c1C
  A = i	B = 1%	C = -0.6	D = 7%	E = -0.2%	F = -5%	G = -1%	H = -9%	I = -1%
compound: O=C(N/N=C/c1ccc(Br)s1)c1cccs1
  A = i	B = 3%	C = -3.4	D = -24%	E = u	F = -18%	G = -5%	H = -7%	I = 3%
compound: C=CCN=C(C)C1=C(O)C(C)OC1=O (configuration not stated)
  A = i	B = 3%	C = -0.8	D = -2%	E = -0.6%	F = 14%	G = -1%	H = -4%	I = 18%
compound: CCOc1ccccc1N1CC(C(=O)Nc2c(C)n(C)n(-c3ccccc3)c2=O)CC1=O (configuration not stated)
  A = i	B = -1%	C = 0.3	D = -3%	E = 1.8%	F = 16%	G = 4%	H = -2%	I = 4%
compound: Cn1c(CCNC(=O)c2ccco2)nc2cc(NS(=O)(=O)c3ccccc3)ccc21
  A = i	B = -4%	C = 0.8	D = -24%	E = -0.5%	F = -19%	G = -5%	H = -8%	I = 6%
compound: O=[N+]([O-])c1cccc(NC(=S)NCc2ccncc2)c1
  A = i	B = 0%	C = -1.8	D = -7%	E = 4.9%	F = -1%	G = 2%	H = -9%	I = 3%
compound: CCOC(=O)c1c(C)[nH]c(C(=O)COC(=O)CSCC(=O)N(CC)CC)c1C
  A = i	B = 0%	C = -1.0	D = 15%	E = 0.3%	F = 22%	G = -13%	H = 1%	I = -2%
compound: Clc1ccc(-c2nc3c4ccccc4ccn3c2Cc2ccccc2)cc1
  A = i	B = x	C = 0.2	D = 9%	E = 23%	F = x	G = 13%	H = x	I = 7%
compound: OCCNCCCOc1cc(Cl)ccc1Cl
  A = i	B = -1%	C = 0.2	D = 9%	E = 0.9%	F = -13%	G = 4%	H = -3%	I = -4%
compound: CC(=O)c1ccc(N2CCN(S(=O)(=O)c3cn(C)c(C)n3)CC2)cc1
  A = i	B = 0%	C = -7.8	D = 25%	E = -0.2%	F = 4%	G = 14%	H = -1%	I = -4%
compound: N=C1/C(=C\c2ccc(SCc3ccccc3)o2)C(=O)N=C2SC=NN12
  A = i	B = 0%	C = 0.2	D = -2%	E = 2.3%	F = -5%	G = 13%	H = -16%	I = -1%[57.1 µM]
compound: Nc1cc(C(=O)O)ccc1N1CCCCC1
  A = i	B = -3%	C = -0.8	D = -4%	E = 0.6%	F = 10%	G = 4%	H = -5%	I = -2%

Source: PubChem (National Center for Advancing Translational Sciences (NCATS))
